# TGFb SMAD3 inh – qHTS for Inhibitors of TGF-b. HepG2 CAGA-GFP TGF-b/SMAD3 reporter, GFP fluorescence, 18 h; TGF-beta stimulated, 500 pg/mL final. Potency, µM (top dose mostly 46.1 µM), without a hit: top-dose activity, negative = inhibition, hits mostly inhibitors. 1.2% of 410,000 active; further: potency means the concentration at half of the fitted maximal effect; on the % scale 0 is the no-effect control and ±100 the full control effect; nearly all actives have a fitted effect of over 65% in size
#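 Cell-based qHTS in HEPG2 carrying a CAGA-GFP Smad reporter; compounds added before 500 pg/mL final TGF-beta, 18 h incubation at 37 degrees C, GFP fluorescence quantified per cell by imaging cytometry.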
# IL1B secr inh – qHTS for Inhibitors of Inflammasome Signaling: IL-1-beta AlphaLISA Primary Screen. THP-1 LPS/ATP IL-1B secretion, AlphaLISA, 16 h; hits give low values. AID 743279, 2014. 4.7% of 360,000 active. activity change, % at 57.5 µM; in the data active means activity change below about -50%; inconclusive means mostly about -30% to -49%; further: on the % scale 0 is the no-effect control and ±100 the full control effect
#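 Secreted IL-1B measured by AlphaLISA bead assay after 16 h compound exposure of THP-1 cells; compounds (final up to 57.5 uM) added 1 h before LPS (250 ng/mL) and ATP (1.25 mM) stimulation; lower signal means less secretion.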
# ATXN viability – Viability Counterscreen for Primary qHTS for Inhibitors of ATXN expression; S2 cells (HEK-293 line with an ATXN2-luciferase reporter) viability, CellTiter-Fluor protease fluorescence, 24 h; Potency, µM (top dose mostly 56.7 µM), most hits filed as cytotoxic; 0.49% of 400,000 active; further: potency means the concentration at half of the fitted maximal effect; nearly all actives have a fitted effect of over 40% in size
# A549 viability – Nrf2 qHTS screen for inhibitors: counterscreen for cytotoxicity; A549 ARE-Fluc cells, CellTiter-Fluor viability, 18-24 h; Potency, µM (titrated, usually from 46 µM), for inactives: top-dose activity change, negative = cytotoxicity, actives largely listed as inhibitors; 0.16% of 390,000 active; AID 504648, 2011; further: potency means the concentration at half of the fitted maximal effect; on the % scale 0 is the no-effect control and ±100 the full control effect
#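 Cytotoxicity counterscreen: CellTiter-Fluor fluorescence was measured in A549 ARE_Fluc cells after 18-24 h of compound exposure in a concentration series. The subsequent BugLite luminescent read reports ARE-luciferase activity.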
# Nrf2 activator – qHTS of Nrf2 Activators; AREc32 ARE-luciferase reporter (MCF7-derived line), luminescence, 24 h; Potency, µM (highest dose often 46.1 µM), inactives show at the highest dose activation, usual class: activators; 0.31% of 410,000 active; AID 624171, 2012; further: potency means the concentration at half of the fitted maximal effect; % of control where 0% means no effect; nearly all actives have a fitted effect of over 65% in size
#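 Luciferase luminescence (Steady-Glo, 30 min at room temperature) served as the read-out of ARE activation in AREc32 cells treated with compounds for 24 hr at 37 deg C.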
# ATXN2 expr inh – Primary qHTS for Inhibitors of ATXN expression | HEK-293 ATXN2-luciferase reporter, luminescence, 24 h | Potency, µM (titrated, usually from 57 µM), for the others: at the top dose activity change, negative = inhibition, actives largely listed as inhibitors | 0.72% of 360,000 active | AID 1745845, 2022; further: potency means the concentration at half of the fitted maximal effect; on the % scale 0 is the no-effect control and ±100 the full control effect; nearly all actives have a fitted effect of over 55% in size
#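 qHTS (up to 57 uM final) was run with 24 h compound exposure of reporter cells at 37 °C. Each well was multiplexed: SteadyGlo luminescence measured ATXN2-luciferase expression after a fluorogenic Gly-Phe-AFC viability readout (25 uM final).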
# HepG2 viability – qHTS for Inhibitors of TGF-b: Cytotox Counterscreen. AID 588856, 2011. 0.76% of 410,000 active. HepG2 CAGA-GFP viability, ATP luminescence, 18 h. Potency, µM (top dose mostly 46.1 µM), inactives show top-dose activity change, negative = cytotoxicity, actives largely listed as cytotoxic; further: potency means the concentration at half of the fitted maximal effect; some results filed as inactive show a strong effect at the top dose
#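 CellTiter-Glo luminescence gave cytotoxicity after 18 hours at 37 degrees C. The cells were HepG2 CAGA-GFP in 1% FBS DMEM, stimulated with 500 pg/mL TGF-beta after compound addition. %Activity was normalised to no-cell wells (complete cell-killing) and DMSO (no toxicity), and curves were fitted and classified.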
# Nrf2 block – Nrf2 qHTS screen for inhibitors; A549 ARE-Fluc reporter, luciferase luminescence, 18-24 h; AID 504444, 2011; 2.1% of 360,000 active; Potency, µM (top dose mostly 46 µM), for inactives: at the top dose activity change, negative = inhibition, actives largely listed as inhibitors; further: potency means the concentration at half of the fitted maximal effect; on the % scale 0 is the no-effect control and ±100 the full control effect; nearly all actives have a fitted effect of over 60% in size
#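 Two sequential reads on A549 ARE_Fluc cells exposed to compound for 18-24 h: a CellTiter-Fluor fluorescence read for viability, then a luciferase luminescence read for Nrf2/ARE activity.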
# MCF10A rerep – A quantitative high throughput screen for small molecules that induce DNA re-replication in MCF 10a normal breast cells | MCF 10A DNA re-replication, Hoechst nuclear intensity, 48 h | Potency, µM (doses to about 46.1 µM), for the others: at the highest dose activity, positive = re-replication, usual class: activators | 2.9% of 350,000 active; further: potency means the concentration at half of the fitted maximal effect; % of control where 0% means no effect; nearly all actives have a fitted effect of over 50% in size
# * hit, by the source's call; i = inactive; ? = inconclusive; nt = not tested or not shown; & = joins results of further samples; [ ] = dose if it differs, or a comment. Unless noted, the call rests on the fitted dose curve; in most records, active means well fitted curve in the direction sought with a large enough effect; inconclusive means small, poorly fitted or top-dose-only effect, or another doubt; inactive means no such curve, though single readings can be large; an effect the other way counts as inactive or inconclusive.
# The line under a structure holds: TGFb SMAD3 inh	IL1B secr inh	ATXN viability	A549 viability	Nrf2 activator	ATXN2 expr inh	HepG2 viability	Nrf2 block	MCF10A rerep
1	Cc1nc(C)c(-c2csc(NCc3ccccc3)n2)s1
 : -3%	0	i	-27%	2.4%	-3%	-7%	?	0%
2	CCOC(=O)c1ccc(NS(=O)(=O)c2cc(-c3nnnn3CC)ccc2OC)cc1
 : -12%	16	i	-3%	0.1%	-1%	-27%	?	?
3	COc1cccc(NC(=O)c2ccccc2-c2ccccc2C(=O)O)c1
 : 6%	42	i	1%	-0.4%	3%	-3%	1%	-2%
4	COc1ccc(O)c(C=Nc2cc(C)on2)c1
 : 17%	65	i	10%	0.3%	2%	-2%	nt	0%
5	CCn1c(-c2cc(-c3ccc(C)cc3)nc3ccccc23)n[nH]c1=S
 : 1%	-12	i	-6%	0.4%	11%	0%	-15%	-1%
6	COc1ccc(C2C(C(=O)NCc3ccco3)CCC(=O)N2c2ccc(OC)cc2)cc1 (stereo not given)
 : -10%	3	i	0%	-0.8%	-1%	-10%	9%	3%
7	COCCNCC(=O)Nc1nc(C)cs1
 : 3%	31	i	4%	-0.1%	0%	0%	1%	15%[9.22 µM]
8	Cc1cccc(N(C)S(=O)(=O)c2csc(C(N)=O)c2)c1
 : 5%	2	i	1%	0.6%	6%	3%	0%	-12%
9	O=[N+]([O-])c1cc(Br)ccc1NS(=O)(=O)c1ccccc1
 : -5%	-18	i	-9%	0.1%	-15%	-16%	?	?
10	Cc1oc2ccc(OCc3ccc(F)cc3Cl)cc2c1C(=O)O
 : -12%	-5	i	2%	0.0%	-19%	-3%	-11%	-17%
11	COc1ccc2oc(=O)c(C(=O)NCc3ccc(F)cc3)cc2c1
 : 7%	0	?	-2%	-0.3%	-8%	2%	-1%	1%
12	COc1cccc(/C=N/NC(=O)C(=O)NCc2ccco2)c1OC
 : -13%	-10	i	1%	3.5%	3%	-10%	0%	-7%
13	CCOC(=O)C(Cc1c(F)cccc1Cl)c1ccnc2nc(N)nn12 (stereo not given)
 : ?	41	i	3%	0.3%	nt	13%	-23%	7%
14	COc1cc(NC(=O)Cn2nc(-c3ccc(F)cc3)ccc2=O)ccc1-n1cnnn1
 : 14%	-5	?	?	2.3%	nt	-11%	26µM*	20%
15	CC(C)C[C@H](NC(=O)NCCC1=CCCCC1)C(=O)O
 : 1%	6	i	1%	0.1%	-1%	-1%	6%	-1%
16	O=C(CCNC(=O)N1CC(=O)Nc2ccccc21)Nc1cccc(Cl)c1
 : 2%	50	i	1%	0.7%	2%	-6%	30%	13%
17	COc1ccc(C(=O)Nc2ccc(Cl)cc2C(=O)N2CCCC(C)C2)cc1 (stereo not given)
 : -7%	-29	i	10%	0.0%	-11%	-25%	-5%	4%
18	Cc1cccc(NCN2C(=O)C3C4C=CC(C4)C3C2=O)c1 (stereo not given)
 : -25%	1	i	-3%	-0.9%	17%	-16%	10%	0%
19	CC(=O)Nc1ccccc1/C=C/c1ccc2c(C)cc(C)c(O)c2n1
 : 3%	1	i	0%	8.9%	-16%	3%	0%	2%
20	CCN(c1ccc(NC(=O)COC(=O)c2cccs2)cc1)C(C)C
 : -8%	0	i	4%	-0.2%	8%	-15%	1%	12%
21	Cc1ccc(S(=O)(=O)N2CCN(c3nccnc3C#N)CC2)cc1
 : 3%	-16	i	1%	5.0%	-22%	15%	-13%	2%
22	COc1ccc(CC(NC(C)=O)C(=O)NC2CCN(C(=O)c3ccc(Cl)cc3)CC2)cc1 (stereo not given)
 : 12%	24	i	3%	-0.4%	-2%	6%	8%	-18%
23	CCOc1ccccc1-c1nc(-c2ccc(NC(=O)Cc3ccccc3OC)cc2)no1
 : 18%	-5	i	-10%	1.8%	-6%	7%	-20%	1%
24	Cc1ccc(C)c(N(CC(=O)NC(C)C)C(=O)CCC(=O)Nc2ccccn2)c1
 : 8%	-9	i	0%	0.3%	2%	-2%	1%	-10%
25	C=CCN1C(=O)C(Cc2cccc(Cl)c2)SC1=Nc1ccc(C(=O)O)cc1 (stereo not given)
 : -3%	22	?	0%	0.8%	nt	-4%	-27%	0%
26	O=C(COc1nncc2ccccc12)Nc1ccc(Br)cc1F
 : -10%	0	i	-1%	0.2%	0%	-10%	?	4%
27	CCOc1ccccc1NC(=O)C1CCCN(S(=O)(=O)c2cccc3nsnc23)C1 (stereo not given)
 : -5%	-19	i	-7%	-0.4%	-6%	-5%	-27%	-4%
28	C=CCN(C(=O)OC(C)(C)C)S(=O)(=O)NCc1ccccc1
 : 10%&1%	3	i	8%	-0.8%	-6%	2%&-5%	8%	1%
29	COCc1cc(/C=N\NC(=O)c2ccc(Cl)cc2)ccc1OC
 : 5%	-16	i	2%	-1.7%	-13%	-14%	-6%	0%
30	Cc1nc2cc(CO)ccc2s1
 : -2%	-12	i	-5%	0.4%	5%	-11%	-7%	2%
31	O=C(Cn1cc(/C=C\[N+](=O)[O-])c2ccccc21)Nc1ccccc1
 : 8.9µM*	-96*	nt	?	-2.5%	?	11µM*	-33%	8.2µM*
32	Cn1cc(S(=O)(=O)Nc2ccc(Oc3ccccc3)cc2)c(=O)n(C)c1=O
 : 1%	-6	i	2%	-1.1%	-1%	-6%	-10%	-2%
33	O=C1C2=C(C(c3ccccc3)=NCCN2)C(c2cccc([N+](=O)[O-])c2)N1c1ccccc1 (stereo not given)
 : 3%	?	i	?	4.3%	5%[11.3 µM]	2%	-6%	?
34	CCOC(=O)N1CCN(c2ccc(N3C(=O)CCCC3=O)cc2[N+](=O)[O-])CC1
 : 4%	-2	i	1%	-0.4%	2%	8%	-4%	3%
35	Cc1ccc2cccc(S(=O)(=O)Nc3c(C)n(C)n(-c4ccccc4)c3=O)c2n1
 : 11%	1	i	4%	-0.1%	9%	-1%	8%	-1%
36	Cc1cccc(-c2oc(C)c(C)[n+]2[O-])c1
 : 1%	-9	i	?	-1.3%	0%	12%	nt	-18%
37	CS(=O)(=O)Cc1cccc(C(=O)NC2CCSc3ccccc32)c1 (stereo not given)
 : 7%	14	i	0%	-0.1%	5%	4%	7%	1%
38	CC(CCl)OC(C)CCl (stereo not given)
 : 3%	-2	i	-3%	-0.5%	3%	8%	2%	2%
39	CC(=O)Nc1ccc(N(CC(O)Cn2c3ccccc3c3ccccc32)S(=O)(=O)c2ccc(C)cc2)cc1 (stereo not given)
 : 14µM*	-55*	i	?	3.6%	?	-49%	?	5%
40	COC(=O)c1ccc(C2/C(=C(\O)c3ccc4c(c3)OCCO4)C(=O)C(=O)N2c2nnc(C)s2)cc1 (stereo not given)
 : 8%	-22	i	0%	0.5%	13%	0%	22%	-1%
41	Cc1nnsc1NC(=O)OCc1ccc(C(C)(C)C)cc1
 : ?	-4	i	-14%	0.6%	0%	-25%	10µM*	3%
42	Cc1ccc(NC(=O)c2c3c(nc4ccccc24)CCC3)cc1S(=O)(=O)N(C)C
 : -20%	24	i	-7%	-1.0%	-28%	-19%	?	11%
43	COc1ccc(-c2nc(SCC(=O)Nc3ccc4c(c3)OCO4)c(-c3ccccc3)[nH]2)cc1
 : -20%	nt	i	-5%	0.6%	1%	-41%	-15%	nt
44	Cc1ccc(C)c(-c2nnc(OCC(=O)Nc3cc(C)on3)c3ccccc23)c1
 : 16%	10	i	0%	-0.2%	2%	-38%	-24%	?
45	O=C(N=NC(=O)c1ccco1)c1ccc2c(O)n(N3C(=O)c4ccccc4C3=O)c(O)c2c1
 : -13%	-5	i	3%	0.1%	-7%	-27%	3%	-9%
46	Cc1ccc(N2C(N)=C(C#N)C(c3cc(CN4CCOCC4)cs3)C3=C2CC(C)(C)CC3=O)cc1 (stereo not given)
 : 23%	6	i	5%	-0.2%	-24%	10%	-7%	-2%
47	COc1cc(NC(=O)COC(=O)c2n[nH]c3ccccc23)c(C)cc1[N+](=O)[O-]
 : ?	19	i	?	10%	nt	-40%	-17%	-5%

# Some of these compounds in order of molar mass, lowest first.
# The line under a structure holds: TGFb SMAD3 inh	IL1B secr inh	ATXN viability	A549 viability	Nrf2 activator	ATXN2 expr inh	HepG2 viability	Nrf2 block	MCF10A rerep
38	CC(CCl)OC(C)CCl (stereo not given)
 : 3%	-2	i	-3%	-0.5%	3%	8%	2%	2%
31	O=C(Cn1cc(/C=C\[N+](=O)[O-])c2ccccc21)Nc1ccccc1
 : 8.9µM*	-96*	nt	?	-2.5%	?	11µM*	-33%	8.2µM*
37	CS(=O)(=O)Cc1cccc(C(=O)NC2CCSc3ccccc32)c1 (stereo not given)
 : 7%	14	i	0%	-0.1%	5%	4%	7%	1%
32	Cn1cc(S(=O)(=O)Nc2ccc(Oc3ccccc3)cc2)c(=O)n(C)c1=O
 : 1%	-6	i	2%	-1.1%	-1%	-6%	-10%	-2%
34	CCOC(=O)N1CCN(c2ccc(N3C(=O)CCCC3=O)cc2[N+](=O)[O-])CC1
 : 4%	-2	i	1%	-0.4%	2%	8%	-4%	3%
35	Cc1ccc2cccc(S(=O)(=O)Nc3c(C)n(C)n(-c4ccccc4)c3=O)c2n1
 : 11%	1	i	4%	-0.1%	9%	-1%	8%	-1%
33	O=C1C2=C(C(c3ccccc3)=NCCN2)C(c2cccc([N+](=O)[O-])c2)N1c1ccccc1 (stereo not given)
 : 3%	?	i	?	4.3%	5%[11.3 µM]	2%	-6%	?
45	O=C(N=NC(=O)c1ccco1)c1ccc2c(O)n(N3C(=O)c4ccccc4C3=O)c(O)c2c1
 : -13%	-5	i	3%	0.1%	-7%	-27%	3%	-9%
39	CC(=O)Nc1ccc(N(CC(O)Cn2c3ccccc3c3ccccc32)S(=O)(=O)c2ccc(C)cc2)cc1 (stereo not given)
 : 14µM*	-55*	i	?	3.6%	?	-49%	?	5%
